Lipid droplet: hepatic lipid droplet formation modulation | AID 1656 | inhibition, % at 6.5 µM | AML12 mouse hepatocytes, oleate lipid droplets, BODIPY imaging | 240,000 compounds, 0.4% hits;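 active = lipid droplet intensity inhibited by at least 50%, with more than 500 cells counted; inconclusive = wells with under 300 cells, treated as cytotoxic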
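System: AML12 hepatocytes (mouse). Probe or stimulus: oleic acid at 100 µM to induce lipid droplet formation. Times: overnight treatment with compound plus oleate. Detection: Image-based BODIPY and DAPI two-channel analysis. Evaluation: percent inhibition of filter-corrected integrated lipid droplet intensity per well.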
Myeloid diff 2: compounds promoting myeloid differentiation | 360,000 compounds, 1% hits | calls only at 10 µM | ER-HoxA9 myeloid progenitors, lysozyme-GFP differentiation, flow cytometry;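 active = normalized GFP-positive differentiation at or above the plate's own cutoff, the solvent-only control mean plus 3 SD; inconclusive = no clear call, values can overlap the other calls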;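 also: cells exposed to compound for four days before flow analysis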
UTI89 phage lysis: inhibition of K1F phage lysis, E. coli UTI89, bacterial capsule biogenesis inhibitors, alamar blue (AID 488966) | E. coli UTI89 K1F phage lysis, alamar blue, 2 h; higher % means a stronger effect | inhibition, % at 100 µM, or IC50 in µM where a hit was titrated | 340,000 compounds, 0.02% hits;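 active = phage lysis inhibition, versus mean bacterial control, above a set limit; inconclusive = no clear call, values can overlap the other calls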;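 also: capsule biogenesis inhibitors block K1F phage lysis so surviving cells raise fluorescence; higher fluorescence means more inhibition of phage lysis; actives were called in the ten point dose series up to 300 µM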
Lipid droplet cells 6.5 µM: also measured in Lipid droplet; calls as there; cell count; measured here: cell count, cytotoxicity flag;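 cells counted across two imaged fields per well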
Myeloid diff 2 GFP+ MAC1+ %: further read-out of Myeloid diff 2, marked with its call; GFP+ MAC1+ double positive, %; measured here: differentiation confirmed by MAC1 staining
An asterisk follows results filed as active; i = inactive; ? = inconclusive; / = not tested or not shown; [ ] = another dose, or the depositor's remark.

The line under a structure holds: Lipid droplet, Lipid droplet cells 6.5 µM, Myeloid diff 2, Myeloid diff 2 GFP+ MAC1+ %, UTI89 phage lysis
> CCOC(=O)[C@@H]1[C@H]2COc3cc(OC)ccc3[C@@H]2N2C(=O)N(c3cccc(F)c3)C(=O)[C@]12C
    -2.3, 812, i, 2.3, 1.2%
> O=[N+]([O-])c1ccccc1OCCCOc1cccc2cccnc12
    5.5, 773, i, 0.2, -1.0%
> Cc1ccc(C(=O)O)cc1-n1c(=O)n(Cc2ccccc2)c(=O)c2[nH]cnc21
    2.6, 832, i, 0.6, -0.1%
> O=S(=O)(NCCN1CCCC1)c1ccc(C(F)(F)F)cc1
    -20.4, 778, i, 1.2, -0.2%
> CCSc1nc2sc3c(c2c(=O)n1CC)CCC3
    9.5, 836, i, 0.1, 0.7%
> COc1ccc(NC(=O)NC(C)c2ccc3c(c2)OCO3)c(OC)c1 (stereo unspecified)
    -10.9, 839, i, 0.6, -0.2%
> Cc1cc(OC(C)C(=O)NCCCn2ccnc2)c2c(C)cc(=O)oc2c1 (stereo unspecified)
    -11.2, 821, i, 2.6, 0.4%
> CCCCOC(=O)c1ccc(NC(=S)NC(=O)c2ccco2)cc1
    -7.6, 723, i, 1.1, 0.3%
> CC(=O)N1CC(C)Sc2ccc(S(=O)(=O)NC(C)c3ccccc3)cc21 (stereo unspecified)
    -36.2, 734, i, 1.8, 0.2%
> COc1ccc(N(CC(=O)Nc2ccccc2C(=O)N2CCCC2)S(=O)(=O)c2ccccc2)cc1
    -9.3, 772, i, 0.6, -0.1%
> COc1ccccc1CN1CC(C(=O)N(Cc2cnn(C)c2)C(C)C)CCC1=O (stereo unspecified)
    11.2, 722, i, 0.5, 0.2%
> O=C(NCc1ccc(F)cc1)c1cc(S(=O)(=O)N2CCCCC2)c[nH]1
    0.4, 729, i, 4.9, -2.3%
> CC(=O)N1CCN(C(=O)C2(NC(=O)Nc3cccc(F)c3)CCCCC2)CC1
    4.8, 826, i, 0.5, 0.4%
> CCN(Cc1nc(-c2ccc(OC)c(OC)c2)no1)C(=O)c1ccoc1C
    -15.6, 776, i, 0.4, 0.3%
> CC(C)Oc1cccc(C(=O)C2CCCN(C(=O)c3cncs3)C2)c1 (stereo unspecified)
    -8.0, 610, i, 0.5, 0.4%
> Cc1[nH]c2ccc(C(=O)N3CCN(c4cccc(Cl)c4)CC3)cc2c1C
    -0.4, 669, i, 0.6, 0.3%
> Cc1c(CN2CCC(Oc3ccc(C(=O)N4CCCCC4)cc3)CC2)cnn1C
    -16.7, 706, i, 0.4, -0.1%
> CCn1c(SCC(=O)NC2CCCC2)nnc1-c1ccccn1
    -4.4, 794, i, 0.8, -0.1%
> O=C(NCCCO)C(=O)Nc1cc2c3c(c1)CCC(=O)N3CCC2
    11.0, 797, i, 1.7, 0.1%
> Cc1ccc(/C=C2\SC(=S)N(CCCC(=O)Nc3ccccc3C(=O)O)C2=O)cc1
    2.9, 694, i, 1.2, 0.1%

Record cards, as listed above. Order of values: Lipid droplet	Lipid droplet cells 6.5 µM	Myeloid diff 2	Myeloid diff 2 GFP+ MAC1+ %	UTI89 phage lysis
`COc1ccc(NC(=O)NC(C)c2ccc3c(c2)OCO3)c(OC)c1` (stereo unspecified) in the list: -10.9	839	i	0.6	-0.2%
`CCn1c(SCC(=O)NC2CCCC2)nnc1-c1ccccn1` in the list: -4.4	794	i	0.8	-0.1%
`CC(=O)N1CC(C)Sc2ccc(S(=O)(=O)NC(C)c3ccccc3)cc21` (stereo unspecified) in the list: -36.2	734	i	1.8	0.2%

As entered above.
CCSc1nc2sc3c(c2c(=O)n1CC)CCC3 in Lipid droplet cells 6.5 µM shows 836
O=[N+]([O-])c1ccccc1OCCCOc1cccc2cccnc12 in Lipid droplet cells 6.5 µM shows 773

The results go on:
The line under a structure holds: Lipid droplet, Lipid droplet cells 6.5 µM, Myeloid diff 2, Myeloid diff 2 GFP+ MAC1+ %, UTI89 phage lysis
> CN1CC(=O)Nc2ccc([N+](=O)[O-])cc2C1=O
    91.4*, 566*, i, 0.5, -0.1%
> COc1ccccc1CN1CC(C(=O)N2CCCCCCC2)CCC1=O (stereo unspecified)
    -101.5, 740, i, 0.5, -0.1%
> N#Cc1ccc(Cn2c(-c3ccc(F)cc3)noc2=O)cc1
    -2.2, 780, i, 0.6, -0.1%
> Cc1cc(NCCOCCO)n2c(nc3ccccc32)c1C#N
    -32.8, 704, i, 0.9, -0.1%
> NS(=O)(=O)c1ccc(CCNC(=O)C(=O)NCC2OCCN2S(=O)(=O)c2ccc(Cl)cc2)cc1 (stereo unspecified)
    5.9, 777, i, 1.9, -1.1%
> CN1CCC(=O)N([C@H](CSc2ccccc2)c2ccccc2)CC1
    13.9, 849, i, 1.7, 0.0%
> O=C(Nc1ccc(C(=O)N2CCCC2)cc1)c1ccccc1Br
    -2.3, 751, ?, /, 0.1%
> COc1cccc(NC(=O)CCCCCn2nnc3ccccc3c2=O)c1
    -4.8, 851, i, 0.9, 0.0%
> CCCOc1ccc(-c2c(C(=O)N/N=C/c3ccco3)nnn2-c2nonc2N)cc1
    -9.8, 747, i, 1.6, -4.5%
> Cc1ccc(N=Nc2ccc(O)cc2)c(Br)c1
    -5.0, 823, i, 0.4, -1.8%
> COc1ccc(/C(O)=C2/C(=O)C(=O)N(c3ccccn3)C2c2cccc(Cl)c2)cc1 (stereo unspecified)
    -9.0, 812, i, 1.1, 0.0%
> CC(C)[C@@H]1COC(c2cccc(C3=N[C@H](C(C)C)CO3)c2)=N1
    -0.2, 822, i, 1.8, 0.3%
> O=C(c1noc2c1CCCC2)N1CCc2ccccc2C1
    -9.3, 744, i, 0.9, 0.0%
> O=C(C1CCN(c2ncnc3c2nc2n3CCCCC2)CC1)N1CCN(c2ccc(F)cc2)CC1
    -10.9, 726, i, 4.3, -0.5%
> CCOC(=O)c1cc(S(=O)(=O)N2CCOCC2)cn1C
    16.0, 737, i, 2.9, 1.3%
> COc1ccc(-c2c(C(=O)O)c(C(=O)O)c3n2CCC3)cc1
    -1.3, 815, i, 0.8, 0.4%
> COc1ccc(CCNC(=O)CCCn2nc(C)n3ccnc3c2=O)cc1OC
    -5.6, 790, i, 2.6, 5.3%
> CCc1ccc2nc(N(CCN(C)C)C(=O)c3ccc4ncsc4c3)sc2c1
    -19.8, 827, i, 0.7, 0.1%
> Cc1ccc(-n2nc3c(=O)n(CC(=O)NC4CCCCCC4)nc(C)c3c2C)cc1
    21.0, 717, ?, /, 0.5%
> COc1cc(/C=C2\SC(=S)N(NC(=O)c3ccccc3O)C2=O)ccc1O
    5.3, 894, i, 3.7, 0.1%

The final two entries of the section above lead into the next.
The line under a structure holds: Lipid droplet, Lipid droplet cells 6.5 µM, Myeloid diff 2, Myeloid diff 2 GFP+ MAC1+ %, UTI89 phage lysis
> Cc1ccc(-n2nc3c(=O)n(CC(=O)NC4CCCCCC4)nc(C)c3c2C)cc1
    21.0, 717, ?, /, 0.5%
> COc1cc(/C=C2\SC(=S)N(NC(=O)c3ccccc3O)C2=O)ccc1O
    5.3, 894, i, 3.7, 0.1%
> CC(=O)NCCc1c(C)n(Cc2ccccc2)c2ccccc12
    -3.8, 862, i, 0.6, 1.5%
> CSCC[C@H](NC(=O)OC(C)(C)C)C(=O)N1CCC(C(=O)N[C@@H](C)C(=O)NCc2ccc(F)cc2)CC1
    -6.0, 807, i, 1.4, -2.7%
> O=C(NC1CCCCC1)c1cc(-c2ccc(F)cc2)on1
    -17.1, 832, i, 0.5, 0.7%
> CCOC(=O)C1CCCN(S(=O)(=O)c2ccc3c(c2)C(C)(C)C(=O)N3C)C1 (stereo unspecified)
    -6.6, 706, i, 1.8, -0.8%
> Cc1ccc(C)c(NC(=O)CCN2CC(C)CC(C)C2)c1 (stereo unspecified)
    -1.1, 765, i, 0.4, -0.9%
> COc1cc2c(cc1OC)C(c1ccccc1)N(C(=O)c1cccc(S(C)(=O)=O)c1)CC2 (stereo unspecified)
    -5.9, 723, i, 0.4, 0.3%
> CC(=O)N1CCOc2ccc(S(=O)(=O)N3CCC(C(=O)Nc4cc(C)ccc4C)CC3)cc21
    1.6, 676, i, 2.4, 0.0%
> Cc1nn(-c2ccccc2)c(Cl)c1/C=N/NC(=O)c1ccnn1C
    16.4, 777, i, 3.1, 0.6%
> COCCn1c(-c2ccc3ccccc3c2)nc2c1c(=O)[nH]c(=O)n2CC(C)C
    -5.7, 692, i, 0.2, 0.0%
> COCCNC(=O)C(=O)NCC1OCCN1S(=O)(=O)c1ccc2c(c1)OCCO2 (stereo unspecified)
    -0.6, 655, i, 0.3, -0.1%
> CCN(CC)CCN(C(=O)c1cc2ccccc2cc1OC)c1nc2ccc(F)cc2s1
    7.5, 773, ?, /, 13.3%
> COc1ccc(N2CCN(C3CCCN(Cc4ccc(F)cc4)C3)CC2)cc1 (stereo unspecified)
    7.2, 843, i, 1.2, -1.4%
> CC(C)CC(=O)Nc1ccc(Oc2ccc3c(c2)C(=O)NC3=O)cc1
    5.6, 843, i, 0.4, 0.4%
> Cc1c(Cl)cccc1NC(=O)CCN1C(=O)C2CC=CCC2C1=O (stereo unspecified)
    -1.2, 678, i, 2.4, -0.1%[50 µM]
> O=C1CCC(C(=O)N2CCSCC2)CN1Cc1ccc(Cl)cc1 (stereo unspecified)
    -8.5, 733, i, 1.0, 0.5%
> COc1ccccc1C(=O)Nc1cc(C)on1
    3.9, 827, i, 0.2, 0.3%
> CCN(CC)C(=O)CSc1nc2c(sc(=S)n2-c2ccccc2)c(=O)n1-c1ccc(OC)cc1OC
    -5.2, 855, i, 0.5, 0.1%
> CCOC(=O)c1ccc(CNC(=O)c2cc(COc3ccccc3SC)on2)o1
    -1.7, 643, i, 4.6, 0.0%
> O=S(=O)(c1ccc2[nH]c3c(c2c1)CCCC3)N1CCCCC1
    -0.3, 685, i, 2.9, 0.2%
> COc1ccc(S(=O)(=O)n2cnc3ccccc32)c(C)c1
    -3.1, 807, i, 0.2, 0.1%

Next results follow.
The line under a structure holds: Lipid droplet, Lipid droplet cells 6.5 µM, Myeloid diff 2, Myeloid diff 2 GFP+ MAC1+ %, UTI89 phage lysis
> CC(C)CCN1C(=O)c2ccc(C(=O)Nc3ccccn3)cc2C1=O
    -6.6, 665, ?, /, -0.1%
> COc1ccccc1NC(=O)CN(C)S(=O)(=O)c1cccc2cccnc12
    -2.4, 726, i, 0.0, 0.1%
> Cn1cnc(S(=O)(=O)NCc2ccc(Br)cc2)c1
    2.8, 710, i, 2.4, -0.6%
> COc1ccc2cc(C(=O)C3CCCN(C(=O)c4sc(C)nc4C)C3)ccc2c1 (stereo unspecified)
    -4.1, 706, i, 3.7, -0.1%
> Cc1c(C(=O)NCCNc2ncc(C(F)(F)F)cc2Cl)cccc1[N+](=O)[O-]
    18.8, 818, i, 0.5, 1.3%
> Cc1ccc2oc(C(=O)Nc3nnc(CC(C)C)s3)c(C)c2c1
    -6.0, 678, i, 0.4, 1.4%[50 µM]
> Cc1cc(C(=O)NC(Cc2c[nH]c3ccccc23)C(=O)O)c(C)o1 (stereo unspecified)
    3.8, 851, i, 0.3, -1.4%
> CN1CCc2c(sc3nc(SCC(N)=O)n(-c4ccc(Cl)cc4)c(=O)c23)C1
    11.3, 411, i, 0.5, 0.1%
> COc1ccc(CC(=O)Oc2ccc(C)cc2Br)cc1OC
    0.3, 853, i, 1.2, -0.4%[50 µM]
> CCOc1ccc(C(=O)C2CCN(C(=O)c3ccc([N+](=O)[O-])cc3)CC2)cc1
    -8.2, 825, i, 0.5, 0.2%
> NS(=O)(=O)c1ccc(CCNC(=O)C2CCN(c3ncnc4c3nc3n4CCCCC3)CC2)cc1
    0.0, 690, i, 1.6, 0.0%
> Cc1cccc(C)c1NC(=O)CN1C(=O)CCSc2ccc(S(=O)(=O)N3CCCC3)cc21
    -14.7, 690, i, 5.7, 0.2%
> Cc1ccccc1CN1CCN(Cc2ccc3cccc(F)c3n2)CC1CCO (stereo unspecified)
    31.4, 868, i, 1.2, 1.5%
> Cc1cc2oc(=O)cc(CN(C)Cc3ccccc3Cl)c2cc1C
    0.7, 794, i, 0.6, 0.1%
> Cc1cc(C)cc(N(C(=O)c2csnn2)C(C(=O)NC2CCCC2)c2cccnc2)c1 (stereo unspecified)
    -13.5, 726, i, 0.7, 0.3%
> COCCNc1ccc(-c2n[nH]c(=O)c3ccccc23)cc1[N+](=O)[O-]
    -6.9, 821, i, 0.6, -0.2%
> Cc1cc(C)c2[nH]c(C(=O)N3CCC(n4nccc4NC(=O)C4CC4)CC3)c(C)c2c1
    3.9, 732, i, 0.8, -0.1%
> Cc1ccnc(NCc2cccc3ccccc23)c1
    -14.6, 786, i, 0.4, 0.7%
> COc1cccc(CCc2nnc(CCC(=O)NCCC3CCCCO3)o2)c1 (stereo unspecified)
    -10.5, 721, i, 0.9, 0.2%
> COc1ccc(CCNC(=O)C(=O)c2cn(CC(=O)N3CCOCC3)c3ccccc23)cc1OC
    -1.4, 759, i, 1.1, 0.0%
> COc1cccc2cc(C(N)=O)/c(=N\NC(=O)c3ccccc3)oc12
    7.0, 830, i, 0.5, 0.1%

A portion of the library, so the mix of outcomes need not match the whole.
